Compound activity from PubChem BioAssay.
EphA4 KYL inhibition: inhibitors of EphA4 binding to KYL peptide, primary screen, biochemical, colorimetric, mouse EphA4 (AID 689); EphA4-AP binding to KYL peptide, pNPP A405; higher % means a stronger effect; 0.1% of 62,000 active; inhibition, % at 10 µM; hits with a dose series show IC50 in µM; in the data active = a potency from the dose series; inactive = the rest, 99 in 100 with inhibition below about 22%
Numbers without * were called inactive. This is a subset; count on the stated rates, not on these rows.

EphA4 KYL inhibition	compound
-6%	CCOC(=O)CNC(=O)CSc1nc2nc(C)c(Br)cc2[nH]1
-9%	CNC(=O)/C(=C\c1ccc([N+](=O)[O-])cc1)NC(C)=O
-12%	O=C(COc1ccccc1O)c1cccs1
-6%	COCCCNc1nc2c(c(=O)[nH]c(=O)n2C)n1CCCc1ccccc1
4%	CN(C)S(=O)(=O)N(CC(=O)N1CCOCC1)c1ccccc1
1%	COc1ccccc1N1CCN(/N=C\c2cc(Br)c(O)c(OC)c2)CC1
-20%	CCS(=O)(=O)N1CCN(Cc2ccncc2)CC1
3%	COC(=O)c1cc(NS(=O)(=O)c2ccc(N3CCCCC3)c([N+](=O)[O-])c2)cc(C(=O)OC)c1
-3%	Cc1c(C(=O)OC(C)C(C)C[N+](C)(C)C)oc2ccccc12 (configuration not stated)
7%	NNC(=O)c1cn2ccccc2n1
-7%	CCOP(=O)(OCC)/C(=C(\NC(=O)c1ccccc1)C(=O)Nc1ccccc1C(F)(F)F)c1ccccc1
-11%	Cc1cccc(NC(=O)CSc2nnnn2C)n1
-25%	CCOC(=O)Cn1c(=O)oc2cc(S(=O)(=O)NCc3cccs3)ccc21
-13%	COc1ccccc1C(=O)Nc1cc(C)cc(C)c1
-12%	COc1ccc(C(CNC(=O)c2ccccc2C)N2CCCC2)cc1 (configuration not stated)
9%	C=CCn1c(CNC(=O)c2ccco2)nnc1SCC(=O)N1c2ccccc2Sc2ccccc21
-10%	CC(CCc1ccccc1)NC(=O)c1cccs1 (configuration not stated)
-3%	O=C(NCc1ccccc1)c1cccc(OCC(=O)N2CCN(C(=O)c3ccco3)CC2)c1
15%	O=C(Nc1ccc(N2CCCCC2)c(Cl)c1)c1ncn[nH]1
1%	Cc1ccn2c(C(=O)CSc3ccc(Cl)cc3Cl)c(C)nc2c1
-4%	Cc1cccc(C)c1NC(=O)C1(NC(=O)c2cnccn2)CCCCC1
1%	NS(=O)(=O)c1ccc(NC(=O)COC(=O)CCNC(=O)NC23CC4CC(CC(C4)C2)C3)cc1
6%	CCOC(=O)c1[nH]c2cc3c(cc2c1NC(=O)CN1CCc2ccccc2C1)OCO3
-13%	O=c1[nH]c(=O)n(-c2ccccc2Cl)c(O)c1C=Nc1ccc(Cl)cc1
-16%	O=C(Nc1nnc(C2CCCC2)s1)C1CCC1
0%	Nc1nonc1C(=O)NCCN=Cc1cc(Cc2ccccc2)cc(Br)c1O
0%	COc1cc(/C=C2\C(=O)NC(=S)N(c3ccc(Cl)cc3)C2=O)ccc1OCc1ccc(C(=O)O)cc1
-9%	N=C1SCC(=O)N1c1nc(-c2ccccc2)cs1
-5%	O=C(CN1CCN(c2ncc(C(F)(F)F)cc2Cl)CC1)NC(=O)NCc1ccccc1
5%	CC(C)Oc1ccccc1NC(=O)CSCC(=O)Nc1ccccc1
0%	O=C(c1cccnc1)N1CCCc2ccccc21
-12%	CCOc1ccccc1N(C(=O)CNS(=O)(=O)c1ccccc1)C(CC)C(=O)NCc1ccco1 (configuration not stated)
1%	O=c1c2ccccc2[nH]c(=S)n1C1CCCCC1
6%	O=C1N=C(c2ccccc2)S/C1=C\c1cccs1
1%	COc1ccccc1C/C(N)=N/OC(=O)c1ccc(I)cc1
-11%	COc1ccc(/C=C2\C(=O)NC(=O)N(c3cc(C)cc(C)c3)C2=O)cc1
1%	CCOC(=O)C1CCCN(C(=O)Nc2ccccc2)C1 (configuration not stated)
2%	COCCN1C(=O)C(O)=C(C(=O)c2cccs2)C1c1ccccc1 (configuration not stated)
-8%	CCCN1CNC(=S)N(c2cccc(C)c2C)C1
-6%	O=C1CSc2ccccc2N1Cc1ccccc1F
-11%	CC(C)CCNC1=NCCCCC1
-9%	CCC(=O)NC(=S)Nc1cccc(C(C)=O)c1
4%	O=[N+]([O-])c1ccc(N2CCN(S(=O)(=O)c3ccc4ccccc4c3)CC2)cc1
-5%	COCCCN(C(=O)Nc1ccc(C)c(C)c1)C(C)c1ccccn1 (configuration not stated)
0%	Cc1cnc(C(=O)Nc2cccc3ncccc23)cn1
10%	O=C(Nc1cnn(Cc2ccccc2)c1)c1cc2nc(-c3ccco3)cc(C(F)(F)F)n2n1
-4%	COc1cc(/C=C2/SC(=S)N(CCC(=O)Nc3ccc(C(C)=O)cc3)C2=O)cc(OC)c1OC
-8%	NC(=O)c1ccccc1N/C=C/C(=O)c1ccc(Cl)cc1
-6%	CSCC[C@H](NC(=O)CC(C)(C)C)c1nc2ccccc2[nH]1
-23%	CC(C)COP(=O)(c1ccc(N(C)C)cc1)C(O)c1ccccn1 (configuration not stated)
-7%	CN(C)CCN1C(=O)C(=O)/C(=C(/O)c2ccc(F)cc2)C1c1ccccc1 (configuration not stated)
-19%	Cc1ccc(/C=N/NC(=O)Cn2nccc2C)o1
-13%	COc1ccc(-c2nnc(SCC(=O)Nc3cc(C)on3)n2N)cc1OC
-6%	Nc1nc2n(n1)C(c1ccccc1)CC(c1ccc(F)cc1)N2 (configuration not stated)
6%	O=c1c2c3nc4ccccc4nc3n(-c3ccc4c(c3)OCCO4)c2ncn1CC1CCCO1 (configuration not stated)
-37%	O=C(COc1ccccc1)Nc1ccc2c(c1)nc1n2CCOC1
-4%	Cc1c(-c2c(C#N)c(N)nc3c2CCCCCC3)cnn1C
-25%	c1ccc2c(c1)CCN2CCN1CCc2ccccc21
-7%	Cc1nc(SC2CCOC2=O)c2c(C)c(C)sc2n1 (configuration not stated)
-5%	O=C(C/C=N/OCc1c(Cl)cccc1Cl)c1ccc(Cl)cc1

Remaining list, next part.
EphA4 KYL inhibition	compound
1%	O=C(NCCCn1ccnc1)c1ccc(Br)c(S(=O)(=O)N2CCOCC2)c1
5%	CCCCOCCCn1cnc2c([nH]c3cc(OC)ccc32)c1=O
-11%	CN1CCN(CCCNC(=O)CCCOc2cc(=O)n(C)c3ccccc23)CC1
-22%	CC1CCCC(C)N1C(=O)CSc1nnnn1Cc1ccccc1 (configuration not stated)
-6%	C=CCSc1nnc2c(n1)OC(c1cccnc1)Nc1ccccc1-2 (configuration not stated)
0%	CCOC(=O)c1nn(-c2ccc(F)cc2)c(-c2ccccc2)c1C(=O)c1ccccc1
-16%	CCOC(=O)CSc1nnc(NC(=O)c2cccc(S(=O)(=O)N3CCCCCC3)c2)s1
13%	COc1ccc(CCn2nnnc2C(c2ccc(Cl)cc2)N2CCN(C)CC2)cc1OC (configuration not stated)
-8%	CCc1[nH]c(C)c(C(C)=O)c1C
-15%	CCN(CC)CCCNC(=O)c1cc(-c2ccc(Cl)cc2)on1
-6%	CC(=O)Nc1ccc(-c2cn3cccnc3n2)cc1
5%	CC1CCCCN1C(=O)C12CCC(C)(C(=O)C1)C2(C)C (configuration not stated)
-15%	CCN(CC)CC#CCC(C)(c1ccccc1)c1ccccc1
-16%	CC(C)(C)C1CCc2c(sc(NC(=O)C3CCCO3)c2C(N)=O)C1 (configuration not stated)
3%	O=C(Nc1ccc(Cl)c(C(F)(F)F)c1)c1ccc(I)cc1
14%	O=c1c2c3c(sc2nc2n1CCCS2)CCCC3
-1%	CC(C)COc1ccc(C(=O)OC2CC(C)(C)OCC2CN(C)C)cc1 (configuration not stated)
-10%	CSCC[C@H](NC(=O)OC(C)(C)C)c1nnc(SCC=C(C)C)o1
-7%	Cc1nc2ncnn2c(C)c1CCC(=O)NC(C)c1ccc2c(c1)OCCO2 (configuration not stated)
-7%	CCOC(=O)CSC1=C(C#N)C(c2sccc2C)CC(=O)N1 (configuration not stated)

Nothing new here: entries from further up.
EphA4 KYL inhibition	compound
-7%	Cc1nc(SC2CCOC2=O)c2c(C)c(C)sc2n1 (configuration not stated)
-5%	O=C(C/C=N/OCc1c(Cl)cccc1Cl)c1ccc(Cl)cc1
1%	O=C(NCCCn1ccnc1)c1ccc(Br)c(S(=O)(=O)N2CCOCC2)c1
5%	CCCCOCCCn1cnc2c([nH]c3cc(OC)ccc32)c1=O
-11%	CN1CCN(CCCNC(=O)CCCOc2cc(=O)n(C)c3ccccc23)CC1
-22%	CC1CCCC(C)N1C(=O)CSc1nnnn1Cc1ccccc1 (configuration not stated)
-6%	C=CCSc1nnc2c(n1)OC(c1cccnc1)Nc1ccccc1-2 (configuration not stated)
0%	CCOC(=O)c1nn(-c2ccc(F)cc2)c(-c2ccccc2)c1C(=O)c1ccccc1
-16%	CCOC(=O)CSc1nnc(NC(=O)c2cccc(S(=O)(=O)N3CCCCCC3)c2)s1
13%	COc1ccc(CCn2nnnc2C(c2ccc(Cl)cc2)N2CCN(C)CC2)cc1OC (configuration not stated)
-8%	CCc1[nH]c(C)c(C(C)=O)c1C
-15%	CCN(CC)CCCNC(=O)c1cc(-c2ccc(Cl)cc2)on1
-6%	CC(=O)Nc1ccc(-c2cn3cccnc3n2)cc1
5%	CC1CCCCN1C(=O)C12CCC(C)(C(=O)C1)C2(C)C (configuration not stated)
-15%	CCN(CC)CC#CCC(C)(c1ccccc1)c1ccccc1
-16%	CC(C)(C)C1CCc2c(sc(NC(=O)C3CCCO3)c2C(N)=O)C1 (configuration not stated)
3%	O=C(Nc1ccc(Cl)c(C(F)(F)F)c1)c1ccc(I)cc1
14%	O=c1c2c3c(sc2nc2n1CCCS2)CCCC3
-1%	CC(C)COc1ccc(C(=O)OC2CC(C)(C)OCC2CN(C)C)cc1 (configuration not stated)

Next part.
EphA4 KYL inhibition	compound
-6%	CCCCN(CC)C(=O)Cc1ccccc1OC
-8%	Cc1ccc(S(=O)(=O)c2nc(NCCN(C)C)sc2Cl)cc1
-3%	COc1ccc(C=NN2CCN(Cc3ccc(C)cc3C)CC2)cc1Br
-2%	O=C(O)c1ncn(Cc2ccccc2)c1C(=O)O
-32%	COc1ccccc1-n1c(SCC(N)=O)nnc1-c1ccc(S(=O)(=O)N2CCCCC2)cc1
-7%	COc1ccc(-n2nc(C(=O)NCC(=O)Nc3ccccn3)c3ccccc3c2=O)cc1Cl
5%	CN(C)CCCN1C(=O)C(=O)/C(=C(/O)c2ccncc2)C1c1cccnc1 (configuration not stated)
6%	Cc1ccccc1OCCCN1CCC(C)CC1
2%	COc1ccc(OCC(=O)Nc2ccc(I)cc2C)cc1
-2%	CN1CCN(CC(=O)N2c3ccccc3C(C)(c3ccc(Cl)cc3)CC2(C)C)CC1 (configuration not stated)
-5%	COc1ccc(C2C(C(=O)c3cccs3)=C(O)C(=O)N2c2nncs2)cc1OC (configuration not stated)
-12%	C/C(=N\NC(=O)C1CC1c1ccccc1)c1cccc([N+](=O)[O-])c1 (configuration not stated)
-2%	CC(CC(=O)Nc1ccccc1)c1ccccc1 (configuration not stated)
-3%	CC(=O)c1cccc(NC(=O)CN(c2ccc(F)cc2)S(C)(=O)=O)c1
-7%	Cc1nonc1NC(=O)OCCN1CCOC1=O
-8%	Cc1ccnc(NC(=O)c2c(O)c3ccccc3n(C)c2=O)c1
-7%	O=c1[nH]c(C(F)(F)F)nc2ccccc12
-19%	O=C(CSc1nnc(Cc2ccccc2)o1)N1CCOCC1
-11%	O=C(NCc1ccc2c(c1)OCO2)C1CC(c2ccccc2O)=NO1 (configuration not stated)
-2%	CCOc1ccc(/C(O)=C2/C(=O)C(=O)N(CCOCCO)C2c2ccccn2)cc1 (configuration not stated)
-5%	Cn1c(-c2cccs2)nc2c3ccccc3c3ccccc3c21
-1%	COc1cc(C2CC(=O)N3CN(Cc4ccco4)CSC3=C2C#N)ccc1OCc1ccccc1 (configuration not stated)
3%	CCN(CC)c1ccc(NC(=O)C(C)C)cc1
-8%	CC(=O)N=c1sccn1CC(=O)c1ccc([N+](=O)[O-])cc1
-2%	Cc1oc2c(C)c3oc(=O)c4c(c3cc2c1C)CCCC4
-12%	COCC(=O)Nc1nc(-c2ccccc2)c(C)s1
0%	CCn1ccc(C(=O)Nc2ccc(N(C)C(C)=O)cc2)n1
-10%	O=C(O)Cn1c(SCc2cccc3ccccc23)nc2ccccc21
-14%	Cc1ccc(OCC(=O)Nc2ccc(Cl)cn2)c(C)c1
-2%	CC(=O)c1c(C)[nH]c(C)c1C(C)=O
-1%	Cc1ccccc1OCc1nnc2c3cnn(C)c3ncn12
-7%	CCOc1ccc(N2C(=O)C3CC(C)=C(C)CC3C2=O)c([N+](=O)[O-])c1 (configuration not stated)
-32%	O=c1cc(-c2c(F)c(F)c(F)c(F)c2F)oc2ccccc12
1%	Cc1cc(NCCCn2ccnc2)n2ncc(-c3ccccc3)c2n1
-10%	O=C(/C=C/Nc1cccc(C(F)(F)F)c1)c1ccc(Oc2ncccn2)cc1
3%	CCCC(=O)Nc1ccccc1-c1nnc(SC)[nH]c1=O
3%	CCS(=O)(=O)Nc1ccc(C2=NN(C(=O)c3ccco3)C(c3ccc(C)cc3)C2)cc1 (configuration not stated)
0%	COc1ccc(NC(=O)C(=O)NCCCO)cc1Cl
-7%	Cc1ccc(S(=O)(=O)NC(=O)OC(c2ccccc2)C(F)(F)F)cc1 (configuration not stated)
-5%	CC(C)c1ccc(/C=c2\sc3nc(-c4ccncc4)nn3c2=O)cc1
17%	CN(Cc1ccccc1)c1oc(COc2ccccc2F)nc1C#N
4%	Cc1ccccc1NC1=C(Cl)C(=O)N(c2cccc(C)c2C)C1=O
10%	O=C(CSc1nc(-c2ccccc2)nn1C(=O)c1ccccc1)Nc1cccc([N+](=O)[O-])c1
2%	COc1ccc2nc(NC(=O)c3ccc(-n4nc(C)cc4C)cc3)sc2c1
-9%	O=C(CN1C(=O)C2C3C=CC(C3)C2C1=O)NC1CCCc2ccccc21 (configuration not stated)
-2%	Cc1cccc(NC(=O)CN(c2ccc(C(C)C)cc2)S(=O)(=O)c2c(C)nn(C)c2C)n1
-12%	CCOC(=O)c1cnn(-c2ccccc2)c1-n1cccc1C(=O)C(=O)Nc1ccccc1
-4%	NC(=O)c1cccc2c3c([nH]c12)CCCC3
3%	[O-][N+]1=C2CCC/C(=N\O)C2=NC12CCCCC2
-1%	Cc1ccc(C(=O)NCCSc2ccccc2)cc1S(=O)(=O)Nc1ccccc1
-14%	CCOc1ncccc1C(=O)OCc1cc(=O)oc2c(C)c(C)ccc12
-15%	O=C(O)C(Cc1ccccc1)N1C(=O)/C(=C/c2ccc(F)cc2)SC1=S (configuration not stated)
